TcdB GH inh: TcdB glycohydrolase inhibitors, primary screen, biochemical, single point, plate reader | Toxin B (Clostridioides difficile), P18177 | TcdB glycohydrolase enzymatic assay | inhibition, % at 9.99 µM | actives 0.24% (n = 350,000); in the data active = inhibition above about 10%
An asterisk follows results filed as active. Not all compounds are listed. The share of hits here may be higher or lower than overall.

Molecule	TcdB GH inh
O=C(N[C@@H]1C[C@@H]2O[C@@H](CO)CC[C@@H]2O[C@@H]1CCc1ccc(C#Cc2ccccc2)cc1)c1ccccn1	0.1
C[C@@H]1CN([C@@H](C)CO)C(=O)c2ccccc2-c2ccccc2CO[C@H]1CN(C)C(=O)NC1CCCCC1	-1.0
CC(C)NC(=O)N[C@@H]1CC[C@H](CCNC(=O)C2CCC2)O[C@@H]1CO	0.2
C[C@H](CO)N1C[C@H](C)[C@H](CN(C)Cc2ccc(C(F)(F)F)cc2)Oc2c(NC(=O)c3ccncc3)cccc2C1=O	0.5
Cc1ccc(S(=O)(=O)N(C)C[C@@H]2OCCCC[C@H](C)Oc3ccc(NC(=O)Cc4ccccc4)cc3C(=O)N([C@H](C)CO)C[C@@H]2C)cc1	-0.8
C[C@H](CO)N1C[C@H](C)[C@H](CN(C)CC2CCCCC2)Oc2c(NC(=O)C3CCCCC3)cccc2C1=O	0.4
CCO[C@@H]1OC(C(=O)N2CCN(Cc3ccccc3)CC2)=C[C@H](C2CCCCC2)[C@H]1CCCO	1.3
C[C@H](O)C#Cc1ccc2c(c1)O[C@H](CN(C)C(=O)Nc1ccccc1)[C@H](C)CN([C@H](C)CO)S2(=O)=O	-0.4
C[C@@H]1CCCCO[C@H](CN(C)Cc2ccccc2)[C@@H](C)CN([C@@H](C)CO)C(=O)c2cc(NC(=O)Nc3cccc4ccccc34)ccc2O1	2.3
COc1ccc2c3c([nH]c2c1)[C@@H](CO)N(C(=O)C1CCOCC1)CC31CN(Cc2cccc(F)c2)C1	1.8
COc1ccccc1-c1ccc([C@H]2[C@H](CO)N(C(=O)C3CC3)C23CN(C(C)=O)C3)cc1	0.8
C[C@H](CO)N1C[C@H](C)[C@@H](CN(C)C(=O)C2CCOCC2)Oc2ncc(-c3cccnc3)cc2C1=O	-9.0
Cc1ccc(S(=O)(=O)N(C)C[C@@H]2OCCCC[C@H](C)Oc3ccc(NS(=O)(=O)c4ccccc4)cc3C(=O)N([C@@H](C)CO)C[C@@H]2C)cc1	-0.9
COc1ccc(S(=O)(=O)Nc2ccc3c(c2)C(=O)N([C@H](C)CO)C[C@H](C)[C@H](CN(C)Cc2ccncc2)O3)cc1	2.4
O=C(N[C@H]1CC[C@@H](CCn2cc(C3CC3)nn2)O[C@@H]1CO)c1cccnc1	0.7
O=C(NC1CCC1)[C@H]1N[C@H]2c3ccc(-c4cccc(F)c4)c(=O)n3C[C@H]2[C@@H]1CO	0.5
CCCNC(=O)N1CC2(CCN(Cc3cccc(OC)c3)CC2)c2c(n(C)c3cc(OC)ccc23)[C@H]1CO	2.0
Cc1noc(C)c1S(=O)(=O)N(C)C[C@@H]1Oc2ccc(NC(=O)NC3CCCCC3)cc2CC(=O)N([C@@H](C)CO)C[C@H]1C	-0.5
C[C@@H]1CN([C@@H](C)CO)C(=O)CCCn2nncc2CO[C@H]1CN(C)C(=O)Nc1ccc2c(c1)OCCO2	0.2
Cc1noc(C)c1NC(=O)N(C)C[C@@H]1Oc2c(NC(=O)Nc3ccc(C(F)(F)F)cc3)cccc2C(=O)N([C@H](C)CO)C[C@H]1C	-1.1
Cc1cccc(S(=O)(=O)N2CCCCN3[C@H](C2)[C@H](c2ccc(C#C[C@@H](C)O)cc2)[C@@H]3CO)c1	-0.6
CCCC(=O)Nc1ccc2c(c1)OC[C@H](C)N(C(=O)CC1CC1)C[C@@H](C)[C@H](OC)CN(C)C2=O	0.0
O=C(c1cccc(F)c1)N1C[C@H]2[C@@H](c3ccccc31)[C@@H](CO)N2C(=O)c1cccc(F)c1	-0.3
O=C(C[C@@H]1CC[C@H]2NC[C@H](O)COC[C@@H]2O1)NCc1ccc(Oc2ccccc2)cc1	0.7
CCCC#Cc1cnc2c(c1)C(=O)N([C@H](C)CO)C[C@H](C)[C@@H](CN(C)C(=O)Nc1ccccc1F)O2	0.8
C[C@H](CO)N1C[C@H](C)[C@@H](CN(C)S(=O)(=O)c2ccc(F)cc2)Oc2ccc(NC(=O)Nc3cccc4ccccc34)cc2C1=O	-0.4
O=C(Nc1ccc2c(c1)OCO2)N[C@H]1CC[C@H](CC(=O)N2CCN(c3ccccc3)CC2)O[C@H]1CO	-0.6
C[C@@H]1CN([C@H](C)CO)C(=O)c2cc(NC(=O)c3ccncc3)ccc2O[C@@H](C)CCCCO[C@@H]1CN(C)Cc1ccc2c(c1)OCO2	0.1
C[C@H]1CN([C@@H](C)CO)S(=O)(=O)c2ccc(C#Cc3cccnc3)cc2O[C@H]1CN(C)C(=O)Nc1ccc2c(c1)OCO2	-0.6
N#C[C@H]1N[C@H](CO)[C@H]1c1ccc(-c2ccccc2F)cc1	-0.2
COc1ccc(NC(=O)Nc2ccc3c(c2)C(=O)N([C@@H](C)CO)C[C@@H](C)[C@@H](CN(C)C(=O)Nc2ccc(OC)cc2)OCCCC[C@@H](C)O3)cc1	-0.1
CO[C@@H]1CN(C)C(=O)c2cc(NC(=O)NC3CCCCC3)ccc2OC[C@H](C)N(C)C[C@@H]1C	0.0
CC(C)NC(=O)N(C)C[C@H]1Oc2ncc(C#Cc3ccccc3F)cc2C(=O)N([C@H](C)CO)C[C@@H]1C	-0.8
COc1ccc2c3c([nH]c2c1)[C@@H](CO)N(CC1CCOCC1)CC31CN(C(=O)c2ccc(F)cc2)C1	1.0
C[C@H](CO)N1C[C@H](C)[C@@H](CN(C)Cc2cccc(C(F)(F)F)c2)OCc2cn(nn2)CCCC1=O	1.3
C[C@@H]1CCCCO[C@H](CN(C)S(C)(=O)=O)[C@@H](C)CN([C@H](C)CO)C(=O)c2cc(NC(=O)CCC(F)(F)F)ccc2O1	0.7
CCC(=O)N(C)C[C@@H]1Oc2cc(C#Cc3cccnc3)ccc2S(=O)(=O)N([C@@H](C)CO)C[C@@H]1C	0.8
CCCNC(=O)N1[C@H](C#N)[C@@H](c2ccccc2-c2ccccc2)[C@@H]1CO	-0.7
COc1ccc(NC(=O)Nc2cccc3c2O[C@@H](CN(C)C(=O)Nc2ccc(OC)cc2)[C@H](C)CN([C@@H](C)CO)C3=O)cc1	0.9
CO[C@@H]1CN(C)C(=O)c2cc(NC(=O)CC(F)(F)F)ccc2OC[C@@H](C)N(S(=O)(=O)c2cn(C)cn2)C[C@@H]1C	0.9
C[C@@H]1CN([C@H](C)CO)C(=O)c2cc(NC(=O)Nc3ccc(F)cc3)ccc2O[C@@H](C)CCCCO[C@@H]1CN(C)S(=O)(=O)c1cccs1	0.6
CN1C(=O)c2cc(NC(=O)C3CCCC3)ccc2OC[C@@H]2O[C@@H](CC(=O)NCc3ccccc3F)CC[C@H]21	1.1
Cc1ccc(S(=O)(=O)Nc2ccc3c(c2)C(=O)N([C@@H](C)CO)C[C@@H](C)[C@H](CN(C)S(=O)(=O)c2cccs2)O3)cc1	-0.3
C[C@H](O)C#Cc1cnc2c(c1)C(=O)N([C@H](C)CO)C[C@@H](C)[C@H](CN(C)CC1CCOCC1)O2	0.6
CCNC(=O)C[C@H]1CC[C@@H]2[C@@H](COc3ccc(NC(=O)Nc4ccccc4C)cc3C(=O)N2C)O1	7.1
CCCNC(=O)N1[C@@H](CO)[C@H](c2ccccc2)C12CN(C(=O)CC1CC1)C2	0.0
O=C(C1CCOCC1)N1CC(=O)N2[C@H](C1)[C@H](c1ccc(Br)cc1)[C@@H]2CO	1.2
C[C@H](CO)N1C[C@H](C)[C@H](CN(C)Cc2ccc3c(c2)OCO3)Oc2ccc(NS(=O)(=O)c3ccccc3)cc2C1=O	-2.4
CO[C@H]1CN(C)C(=O)c2cc(NC(=O)C3CC3)ccc2OC[C@@H](C)NC[C@@H]1C	-2.0
CCCC#Cc1ccc([C@@H]2[C@H](CO)N3CCCCN(CC4CCOCC4)C[C@@H]23)cc1	-0.8
Fc1cccc(CN2[C@@H]3CNC[C@H]2C3c2ccc(/C=C/c3ccccc3)cc2)c1 (stereo partly specified)	-0.4
Cc1ccc(S(=O)(=O)Nc2ccc3c(c2)CC(=O)N([C@H](C)CO)C[C@@H](C)[C@@H](CN(C)C(=O)Nc2c(C)noc2C)O3)cc1	-1.3
COc1ccccc1-c1ccc([C@@H]2[C@@H]3CN(S(=O)(=O)c4ccc(-c5ccccc5)cc4)C[C@H]2N3)cc1	-6.3
COc1ccc2c3c([nH]c2c1)[C@H](CO)N(Cc1ccccc1)CC31CCN(S(=O)(=O)c2ccc(C)cc2)CC1	-1.1
C[C@H]1CN([C@@H](C)CO)C(=O)c2cccc(NS(=O)(=O)c3ccccc3)c2O[C@H]1CN(C)Cc1ccc(Cl)c(Cl)c1	2.3
CCN(C[C@H]1[C@H](c2ccc(-c3ccccc3)cc2)[C@H](CO)N1CC1CC1)C(C)=O	0.4
C[C@H]1CN([C@@H](C)CO)C(=O)c2cc(NC(=O)Nc3ccc(F)cc3)ccc2O[C@@H]1CN(C)Cc1ccc(Cl)c(Cl)c1	-2.4
COc1ccc(NC(=O)Nc2ccc3c(c2)C(=O)N([C@@H](C)CO)C[C@H](C)[C@@H](CN(C)S(=O)(=O)c2ccccc2)OCCCC[C@@H](C)O3)cc1	-2.5
O=C(Nc1cccc(Cl)c1)N[C@H]1CC[C@@H](CCNC(=O)C2CCCCC2)O[C@@H]1CO	0.7
CNC[C@H]1OCCCC[C@H](C)Oc2ccc(NC(=O)NC(C)C)cc2C(=O)N([C@@H](C)CO)C[C@@H]1C	-6.2

Another view of some results above:
> COc1ccc2c3c([nH]c2c1)[C@@H](CO)N(CC1CCOCC1)CC31CN(C(=O)c2ccc(F)cc2)C1
- TcdB GH inh: 1.0
> C[C@H](CO)N1C[C@H](C)[C@@H](CN(C)Cc2cccc(C(F)(F)F)c2)OCc2cn(nn2)CCCC1=O
- TcdB GH inh: 1.3
> C[C@@H]1CCCCO[C@H](CN(C)S(C)(=O)=O)[C@@H](C)CN([C@H](C)CO)C(=O)c2cc(NC(=O)CCC(F)(F)F)ccc2O1
- TcdB GH inh: 0.7
> CCC(=O)N(C)C[C@@H]1Oc2cc(C#Cc3cccnc3)ccc2S(=O)(=O)N([C@@H](C)CO)C[C@@H]1C
- TcdB GH inh: 0.8

In the list so far, 3 have an NH in an aromatic ring.
Molecule	TcdB GH inh
COc1ccc2c3c([nH]c2c1)[C@@H](CO)N(C(=O)C1CCOCC1)CC31CN(Cc2cccc(F)c2)C1	1.8
COc1ccc2c3c([nH]c2c1)[C@@H](CO)N(CC1CCOCC1)CC31CN(C(=O)c2ccc(F)cc2)C1	1.0
COc1ccc2c3c([nH]c2c1)[C@H](CO)N(Cc1ccccc1)CC31CCN(S(=O)(=O)c2ccc(C)cc2)CC1	-1.1

(listing goes on)
Molecule	TcdB GH inh
CN(C)CCCNC(=O)C[C@@H]1C=C[C@H](NS(=O)(=O)c2ccc(F)cc2)[C@H](CO)O1	0.4
C[C@@H]1CN([C@@H](C)CO)C(=O)Cc2cc(NC(=O)Nc3ccc(C(F)(F)F)cc3)ccc2O[C@@H]1CN(C)Cc1ccc(Cl)c(Cl)c1	-0.4
CC(C)CC#Cc1cnc2c(c1)C(=O)N([C@H](C)CO)C[C@H](C)[C@@H](CN(C)C(=O)C1CCOCC1)O2	-0.8
COCC(=O)Nc1ccc2c(c1)OC[C@@H](C)N(CCC(F)(F)F)C[C@@H](C)[C@H](OC)CN(C)C2=O	0.5
CN(C)C(=O)c1ccc(-c2ccc([C@@H]3[C@H]4CN(CCC(F)(F)F)CCCCN4[C@H]3CO)cc2)cc1	0.1
C[C@@H]1CN([C@@H](C)CO)C(=O)c2cc(C#C[C@@H](C)O)cnc2O[C@H]1CN(C)C(=O)Cc1ccccn1	-0.2
Cc1ccccc1S(=O)(=O)N1[C@@H](C#N)[C@@H](c2ccccc2)[C@@H]1CO	0.6
Cc1ccccc1-c1ccc([C@H]2[C@@H](CO)N3CCCCN(C(=O)NC4CCCC4)C[C@@H]23)cc1	-0.3
CCS(=O)(=O)N1Cc2cc(C(=O)O)nc(-c3cccc(-c4ccc(C#N)cc4)c3)c2[C@@H]1CCO	-0.5
CO[C@H](CN(C)C(=O)c1cnccn1)[C@@H](C)CN([C@H](C)CO)S(=O)(=O)c1ccc(F)cc1	-1.5
O=C(Nc1ccc(C(F)(F)F)cc1)N[C@@H]1CC[C@H](CCNC(=O)c2ccccc2F)O[C@H]1CO	0.1
COc1ccc2c3c([nH]c2c1)[C@H](CO)N(C(C)=O)CC31CCN(C(=O)CN2CCOCC2)CC1	-0.5
C[C@@H]1CN([C@H](C)CO)C(=O)c2cc(NS(C)(=O)=O)ccc2O[C@@H](C)CCCCO[C@@H]1CN(C)S(=O)(=O)c1ccc(Cl)cc1	1.3
C[C@@H]1CN([C@@H](C)CO)C(=O)c2cc(-c3cccc(C#N)c3)cnc2O[C@@H]1CN(C)C(=O)C1CC1	0.3
COc1ccccc1C(=O)Nc1ccc2c(c1)C(=O)N(C)C[C@H](OC)[C@@H](C)CN[C@@H](C)CO2	-0.5
CCCNC(=O)N1[C@H](CO)[C@@H](c2ccccc2)C12CN(C(=O)c1cccnc1)C2	-6.3
C[C@@H]1CCCCO[C@@H](CN(C)Cc2ccc(Cl)c(Cl)c2)[C@@H](C)CN([C@@H](C)CO)C(=O)c2cc(NS(=O)(=O)c3ccc(Cl)cc3)ccc2O1	0.7
CC(C)[C@H]1COCn2nncc2CC[C@@H](Cc2ccccc2)C(=O)N1	1.4
COCC(=O)N1CC[C@@H]2[C@H](CO)Nc3ccc(C#Cc4ccc(F)cc4)cc3[C@@H]21	-0.4
CC(C)NC(=O)Nc1ccc2c(c1)C(=O)N([C@H](C)CO)C[C@H](C)[C@H](CN(C)C(=O)NC(C)C)OCCCC[C@@H](C)O2	1.0
NCC[C@H]1CC[C@H](NC(=O)C2CCCCC2)[C@H](CO)O1	-0.4
CC1C=NC(S(=O)(=O)N2CC[C@@H]3[C@H]2c2cc(-c4ccccc4F)ccc2N(C)[C@H]3CO)=N1 (stereo partly specified)	-0.5
